Assay outcomes from PubChem.
MEKK2wt PB1 HTS – raises or lowers MEK5 binding to wildtype human MEKK2 PB1 domain. Q9Y2U5. bead flow cytometry, Alexa488-MEK5 binding to MEKK2 WT; actives lie on both sides. binding response (% of control), % at 10 µM. 290,000 compounds, 1.1% hits. AID 1531; in the data active means binding response below about 67% or above about 130%
M18AAP inhibitor – PfM18AAP enzyme inhibition; inhibition, % at 7.35 µM; AID 1822; recombinant PfM18AAP, H-Glu-NHMec fluorogenic cleavage; 290,000 compounds, 1.2% hits;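 active means inhibition above the campaign mean inhibition over all tested compounds plus 3 SD, cut at about 28% in these data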;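 further: 0% = plate median of test compound wells and 100% = 2 mM ZnCl2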
OXTR potentiator – potentiators of human oxytocin receptor; P30559; CHO-OTR cells, Fluo-8 calcium fluorescence, potentiator mode; 0% = oxytocin EC15, 100% = EC100; activation, % at 3 µM; 320,000 compounds, 0.061% hits;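 active means activation above that plate's cutoff, the mean activation of tested compounds plus 3 SD, cut at about 6.6% in these data, passing the limit was not always enough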;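 further: 100% uses oxytocin at 75 nM as the full agonist control; some results filed as inactive read as strong as hits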
Target sequence (P30559 whole entry, looked up): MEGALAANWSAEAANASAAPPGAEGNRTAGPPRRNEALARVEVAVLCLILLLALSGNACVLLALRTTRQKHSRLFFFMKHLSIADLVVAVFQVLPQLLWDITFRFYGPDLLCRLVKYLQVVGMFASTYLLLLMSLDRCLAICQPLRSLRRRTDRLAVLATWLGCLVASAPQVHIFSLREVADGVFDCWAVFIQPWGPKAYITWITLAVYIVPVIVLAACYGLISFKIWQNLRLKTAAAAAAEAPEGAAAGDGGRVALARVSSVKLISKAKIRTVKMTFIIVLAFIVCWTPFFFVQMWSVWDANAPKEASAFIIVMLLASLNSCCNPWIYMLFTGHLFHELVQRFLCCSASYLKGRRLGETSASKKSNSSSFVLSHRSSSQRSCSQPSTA
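Measured by – Fluo-8 calcium dye fluorescence · Test system – human OTR in CHO cells · Dosing – one concentration, 3.0 µM compound · Controls – EC15 oxytocin alone as 0%, 75 nM oxytocin as 100% · Evaluation – normalized max/min fluorescence ratio, % activation · Timing – 6 min pre-incubation, 100 s read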
OXTR ag – human OXTR agonism | activation, % at 3 µM | CHO-OTR cells, Fluo-8 calcium fluorescence; normalized: DMSO 0%, oxytocin 100% | 320,000 compounds, 0.32% hits | P30559;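 active means activation above the mean of all tested compounds plus 3 SD, cutoff set per screening run, cut at about 20% in these data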;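 further: peak over basal fluorescence ratio from a 100 s FLIPR kinetic read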
V1R ag counter – counter-screen for oxytocin receptor agonists: human V1a receptor agonists. CHO-V1R cells, Fluo-8 calcium fluorescence, agonist mode; 0% DMSO, 100% 3 nM vasopressin. activation, % at 3 µM. 320,000 compounds, 0.25% hits. AID 2797;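 active means activation above the mean activation of all tested compounds plus 3 SD, per screening run, cut at about 20% in these data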;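 further: signal is peak over basal fluorescence ratio across a 100 second FLIPR read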
Target sequence (P37288 whole entry, looked up): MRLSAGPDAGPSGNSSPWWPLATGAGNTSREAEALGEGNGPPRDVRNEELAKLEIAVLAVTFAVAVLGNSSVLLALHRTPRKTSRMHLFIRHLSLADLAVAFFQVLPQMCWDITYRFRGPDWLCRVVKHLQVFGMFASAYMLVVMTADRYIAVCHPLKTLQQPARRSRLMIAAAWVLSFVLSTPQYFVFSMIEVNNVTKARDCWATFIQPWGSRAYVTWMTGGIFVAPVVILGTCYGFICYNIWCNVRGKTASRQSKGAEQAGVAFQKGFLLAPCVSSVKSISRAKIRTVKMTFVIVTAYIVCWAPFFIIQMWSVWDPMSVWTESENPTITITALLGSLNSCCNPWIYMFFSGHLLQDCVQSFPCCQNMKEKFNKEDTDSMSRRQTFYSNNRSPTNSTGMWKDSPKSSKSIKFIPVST
NALP1 inh – inhibitors of NALP1 inflammasome in yeast; inhibition, % at 10 µM; S. cerevisiae NALP1/ASC/caspase-1 growth, X-gal OD620, 72 h; AID 2071; 280,000 compounds, 0.61% hits; in the data active means inhibition mostly above about 24%, no sharp cut-off; inactive means mostly below about 32%; further: some compounds called inactive have numbers as strong as hits
GPR7 antagonist – blocks human GPR7 receptor signaling; P48145; GPR7-expressing cells, fluorescence antagonist assay; inhibition, % at 4.4 µM; 290,000 compounds, 1.1% hits; in the data active means inhibition above about 16%, passing the limit was not always enough;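 further: cells stimulated with the agonist NPW; 0% = agonist with vehicle and 100% = vehicle without agonist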
GalR3 antag – blocks the human galanin receptor 3. O60755. HEK293 GalR3-CNG cAMP membrane potential fluorescence; galR3 body fused to GalR1 C-terminus. inhibition, % at 3 µM. 360,000 compounds, 0.44% hits. AID 651719;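 active means inhibition above the screen-wide average plus 3 SD, cut at about 13% in these data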;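 further: forskolin and galanin both at EC90 stimulate the cells; cAMP rise reported by CNG channel membrane potential dye signal; 0% = forskolin plus galanin with DMSO and 100% = forskolin alone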
Target sequence (O60755 1-299 limits assumed): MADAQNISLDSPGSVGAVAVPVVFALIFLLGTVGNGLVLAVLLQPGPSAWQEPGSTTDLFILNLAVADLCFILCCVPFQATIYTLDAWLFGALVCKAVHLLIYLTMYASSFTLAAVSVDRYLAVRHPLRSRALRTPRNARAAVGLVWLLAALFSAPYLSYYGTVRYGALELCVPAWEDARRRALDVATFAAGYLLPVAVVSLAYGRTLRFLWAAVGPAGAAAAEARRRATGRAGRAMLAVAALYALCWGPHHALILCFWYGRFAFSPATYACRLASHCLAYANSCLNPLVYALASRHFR
MEKK2 mut-MEK5 – signal of MEK5 binding to mutant human MEKK2 PB1 domain; bead flow cytometry, Alexa488-MEK5 binding to MEKK2 mutant; percent response, % at 10 µM; 290,000 compounds, 0.35% hits; AID 1530; in the data active means percent response above about 24%, passing the limit was not always enough; further: inactives centre near 1; some results filed as inactive read as strong as hits
* = called active by the depositor; x = no result given; & = joins results of further samples.

SMILES	MEKK2wt PB1 HTS	M18AAP inhibitor	OXTR potentiator	OXTR ag	V1R ag counter	NALP1 inh	GPR7 antagonist	GalR3 antag	MEKK2 mut-MEK5
COc1cccc(CC2(CO)CCN(Cc3cccn3-c3cccnc3)CC2)c1	98	3	0	0.5	-0.5	-11	4	-2	-10
COCCNc1ncnc2c1[nH]c1ccccc12	99	-3	-6	5.7	5.6	0	-7	-3	-3
CC(=O)N/C(=C\c1ccc2c(c1)OCO2)C(=O)NC(C(=O)O)c1ccccc1 (stereo not drawn)	117	21	1	0.0	-0.8	x	-18	-8	19
CCc1ccc(C(=O)N2CCCC2)s1	94	-1	-3	-1.6	-0.1	22	-4	-7	1
N#CC1=C(N)OC2=C(C(=O)CCC2)C1c1cccs1 (stereo not drawn)	89	5	3	-0.3	0.0	4	4	-4	-9
CC(C)(C)NC(=O)c1ccc2c(c1)CCO2	97	-7	3	-0.5	-0.6	1	-16	-3	-6
CC1(OC(=O)c2ccco2)C(=O)C=C2C=C(c3ccc(C#N)cc3)OC=C2C1=O (stereo not drawn)	94	x	4	0.4	-0.6	x	x	x	0
Cc1cc(C)nc(NC2=NCC(=O)N2c2ccc(F)c(Cl)c2)n1	98	-5	-13	-1.5	-0.8	1	-12	-5	4
CCC(C)(C)NC(=O)C1CCN(c2nc(C)cc(C)n2)CC1	104	3	6	0.6	-0.1	12	-5	2	3
O=S(=O)(NCc1cc(-c2ccc(Cl)cc2)no1)c1ccc(Cl)cc1	88	8	-18	6.5	4.9	2	-12	-3	0
C[C@]12CCC(=O)C=C1CC[C@@H]1[C@@H]2[C@@H](O)C[C@@]2(C)[C@H]1CC[C@]2(O)C(=O)CO	99	-2	-3&-2	0.0&1.4	0.3&0.4	17	-13	-1&-1	2
O=C(O)/C=C/C(=O)Nc1ccccc1-c1ccccc1NC(=O)/C=C/C(=O)O	108	-23	-4	-0.9	0.6	13	-4	3	1
CC12CC(NC(=O)N1Cc1ccccc1)c1ccccc1O2 (stereo not drawn)	125	7	-2	-0.4	2.1	2	-4	-5	21
CCOC(=O)Cc1csc(NC(=O)CCCC(=O)O)n1	100	-11	-2	0.5	1.8	11	-14	-6	2
O=C(c1ccc2c(c1)C(=O)N(Cc1ccco1)C2O)N1CCOCC1 (stereo not drawn)	97	11	-1	1.3	0.6	20	-2	-2	0
Nc1cnn(Cc2ccc(F)cc2)c1	97	3	-9	0.7	0.0	4	-6	-5	-2
Cc1ccc(CN2CCN(Cc3ccco3)CC2)cc1	104	3	5	0.2	0.1	10	-16	-12	5
Nn1c(Cc2cccc3ccccc23)nnc1SCc1ccccc1Cl	100	9	1	-3.8	-1.1	14	-3	-5	-1
O=S(=O)(Nc1ccc(Br)cc1)N1CCOCC1	97	2	-2	-0.4	0.2	12	-17	1	-4
O=C(NNc1nc(-c2ccccc2)cs1)c1cccs1	76	13	-13	0.0	-0.6	x	-5	-2	-35
COc1ccc2[nH]c(=O)c(CN(Cc3cccs3)S(=O)(=O)c3cccc4nsnc34)cc2c1	101	-2	0	0.6	0.9	15	-10	-6	3
COc1cc(NC(=S)NCc2ccco2)c(OC)cc1Cl	68	5	-10	-2.2	-0.8	3	-5	-1	-23
O=C(Nc1ccc(S(=O)(=O)N2CCOCC2)cc1)c1ccc([N+](=O)[O-])cc1Cl	107	2	-17	6.5	6.8	12	9	-7	2
CCCN1Cc2cccc(C(N)=O)c2C1=O	101	-1	-16	1.9	3.4	24	-3	0	12
C=CCN1C(C(=O)c2ccccc2)=C(OC(=O)COc2ccccc2)c2ccccc2S1(=O)=O	96	4	1	-0.7	0.0	25	-4	1	-2
Later entries
SMILES	MEKK2wt PB1 HTS	M18AAP inhibitor	OXTR potentiator	OXTR ag	V1R ag counter	NALP1 inh	GPR7 antagonist	GalR3 antag	MEKK2 mut-MEK5
CC(C)c1ccccc1OCCNS(C)(=O)=O	98	0	-5	-0.3	-0.3	18	-14	-3	1
OCCC1CN(Cc2cn[nH]c2C2CCCCC2)CCN1C1CCCC1 (stereo not drawn)	96	-2	-16	-0.8	-0.5	11	-2	3	-6
N=c1c2c(ncn1CCN1CCOCC1)Oc1ccc3ccccc3c1C2c1ccccc1 (stereo not drawn)	141*	-15	0	-1.9	-0.2	11	4	-5	15
CCN1C(=O)[C@H]2[C@@H](c3ccc(-c4ccccc4)cc3)N[C@@](C)(C(=O)OC)[C@H]2C1=O	x	x	-8	0.1	-0.9	x	x	-2	x
CCOc1ccc(CCNC(=O)CN2C(=O)NC3(CCCC3)C2=O)cc1OCC	101	-2	-3	-0.2	0.8	9	-3	-2	0
CCOC(=O)c1ccc(NC(=O)Nc2ccccn2)cc1	108	1	-10	-0.5	3.0	-7	-14	-3	4
Brc1nc(-c2ccccc2)nc(-c2ccccc2)c1Br	x	x	-5	0.0	0.2	x	x	3	x
COc1cc(NC(=O)c2cc(C)on2)cc(C(=O)Nc2cccc(C(F)(F)F)c2)c1	96	x	-12	1.9	0.5	x	x	-5	4
CC(C)N(Cc1ccccc1)S(=O)(=O)c1cccs1	110	1	1	-1.4	-1.1	13	-19	-10	10
COc1ccc(C)cc1N(C(=O)c1ccccc1F)c1nc2ccccc2s1	92	-19	-6	-1.3	0.4	34	-12	-8	-3
COC(=O)c1cc2ccccn2c2c(C(=O)OC)c(C(=O)OC)cc1-2	111	1	-5	-0.7	-1.1	-9	31*	0	7
CC1CC(C)CN(c2ccc(S(=O)(=O)N3CCOCC3)cc2)C1 (stereo not drawn)	108	-5	-5	-1.4	0.1	16	-12	-2	4
CCCCN(C(=O)c1ccc(S(=O)(=O)N2CCC(C)CC2)cc1)C1CCS(=O)(=O)C1 (stereo not drawn)	x	x	-1	-1.6	-1.1	x	x	-3	x
COc1ccc(NC(=O)C2CCCN2S(=O)(=O)c2ccc3c(c2)CCC(=O)N3)cc1Cl (stereo not drawn)	100	0	1	-2.4	-1.1	15	-1	2	5
COc1ccc(C(=O)CSc2nnn(-c3cccc(NC(C)=O)c3)n2)cc1	96	-3	-9	0.5	3.2	7	12	-4	0
Cc1ccc(S(=O)(=O)NCCC(=O)Nc2ccc(C)c(Cl)c2)cc1C	98	4	-7	-1.1	0.8	19	-11	-5	0
CN(C)CCCNC(=O)CC(c1ccc(F)cc1)c1ccco1 (stereo not drawn)	115	0	-6	1.0	1.4	-2	-3	0	18
Cc1ccc(NC(=O)CNC(=O)CC23CC4CC(CC(C4)C2)C3)c(O)c1	x	x	-12	0.1	-0.2	x	x	3	x
CN1CCN(NC(=O)/C=C/c2ccc(C(C)(C)C)cc2)CC1	95	-1	-7	1.4	1.4	4	4	-2	-8
COc1ccccc1NC(=O)c1oc2ccccc2c1NC(=O)c1ccco1	98	-6	-7	-0.8	-0.8	25	-6	-7	1
Brc1cccc(CNc2nc3ccccc3n2CCN2CCOCC2)c1	97	21	-13	-1.1	0.1	21	14	1	-3
O=C(NNC(=O)C1CCN(C(=O)Nc2ccccc2)CC1)c1ccc([N+](=O)[O-])cc1	x	x	-2	-0.3	0.7	x	x	3	x
CCOc1ccc(N2C(=O)/C(=C\c3ccccc3OC)S(=O)(=O)C2c2cccc([N+](=O)[O-])c2)cc1 (stereo not drawn)	95	-4	-3	-0.2	0.2	14	-8	-12	1
Cc1nnc2n(c1=O)N=C(c1ccc(Cl)cc1)CS2	99	11	0	-2.1	-1.4	23	-12	2	-2
Cn1c(NC(=O)c2ccc(F)cc2)c(-c2cccs2)c(=O)c2ccccc21	96	-5	-2	-1.3	-1.4	-15	0	-4	-6

Some of the entries so far, with two lines to a compound:
Below each SMILES – MEKK2wt PB1 HTS | M18AAP inhibitor | OXTR potentiator | OXTR ag | V1R ag counter | NALP1 inh | GPR7 antagonist | GalR3 antag | MEKK2 mut-MEK5
- Cc1ccc(CN2CCN(Cc3ccco3)CC2)cc1
→ 104 | 3 | 5 | 0.2 | 0.1 | 10 | -16 | -12 | 5
- Brc1nc(-c2ccccc2)nc(-c2ccccc2)c1Br
→ x | x | -5 | 0.0 | 0.2 | x | x | 3 | x
- Nn1c(Cc2cccc3ccccc23)nnc1SCc1ccccc1Cl
→ 100 | 9 | 1 | -3.8 | -1.1 | 14 | -3 | -5 | -1

Continued:
SMILES	MEKK2wt PB1 HTS	M18AAP inhibitor	OXTR potentiator	OXTR ag	V1R ag counter	NALP1 inh	GPR7 antagonist	GalR3 antag	MEKK2 mut-MEK5
Cc1ccc(Nc2nc3ccccc3c(=O)s2)cc1C	90	6	-2	-2.5	-0.4	-8	-6	-6	-5
Cc1cc(N2C(=O)C(O)=C(C(=O)c3ccco3)C2c2ccc(Cl)cc2)no1 (stereo not drawn)	104	11	-9	-1.3	-0.3	5	3	-3	3
CN(CC(=O)Nc1ccc(Cl)cc1)C(=O)CNC(=O)c1cccs1	x	x	-3	0.1	0.6	x	x	-7	x
Cc1cc(NC(=O)c2ccc(-c3ccccc3[N+](=O)[O-])o2)no1	x	x	-9	-2.2	-0.4	x	x	1	x
CN(C)c1ccc(/C=C(\NC(=O)c2ccccc2)C(=O)NCCN2CCOCC2)cc1	96	9	-8	2.7	4.8	3	-3	-11	0
CCOc1ccc(OCC(=O)OCn2c(SC)nnc(C)c2=O)cc1	106	6	6	0.9	0.7	22	-6	-4	1
Cc1cc(C)c2c(-n3cccc3)c(NC(=O)OCc3ccccc3)sc2n1	105	3	-5	1.6	0.6	5	0	-4	4
Cc1ccc(C(=O)OCC(=O)N(CC(C)C)c2c(N)n(Cc3ccccc3)c(=O)[nH]c2=O)o1	x	x	-1	1.2	1.1	x	x	-2	x
Cc1ccc(C(=O)Nc2cccc(NC(=O)c3cccnc3)c2)cc1	100	3	-9	15	2.9	8	3	-3	3
CC(=O)NCN1CCN(CNC(C)=O)CC1	99	4	-2	1.5	0.0	2	-16	-3	7
O=C(CN(Cc1ccccc1Cl)C(=O)c1csnn1)NCCc1ccccc1	103	4	-4	1.4	0.3	18	8	-7	0
O=C(NCc1ccccn1)/C(=N/O)c1ccccc1	105	2	-1	0.0	1.8	3	-17	-2	8
O=C(COc1ccc(Br)cc1)N1CCOCC1	102	8	-5	2.6	-0.2	-16	-9	1	1
CCCC(=O)C1=C(O)C(c2cccc(Oc3ccccc3)c2)CCC1=O (stereo not drawn)	98	8	-15	-0.8	1.6	-12	-5	-7	3
COc1ccc(S(N)(=O)=O)cc1C(=O)OCCCOc1ccc(F)cc1	99	-15	-8	3.2	9.4	28	11	-11	4
O=C(CC(=O)N/N=C/c1ccc(F)cc1)N/N=C/c1ccc(F)cc1	101	26	2	0.1	1.3	x	-18	4	0
Cc1nn(C)c(C)c1CCC(=O)N1CCCC(N2CCN(c3ccc(F)cc3)CC2)C1 (stereo not drawn)	101	-2	-11	0.4	0.7	-10	1	-1	7
Cc1nccn1CCc1nc(N)nc(N)n1	100	-2	-4	0.8	0.9	32	5	-7	3
CC(=O)Nc1cc2c(cc1NC(=O)Cn1nc(-c3ccc(F)cc3)ccc1=O)OCCO2	111	-14	-3	0.6	0.7	4	6	-7	11
NC(=O)c1ccc(NC(=O)C2CCCO2)cc1 (stereo not drawn)	98	-16	-15	-0.1	-0.6	-2	-4	-5	1
Cc1cccc(C)c1NC(=S)N(C)CCc1ccccn1	103	1	-1	1.2	1.6	15	-12	-11	0
Cc1cccc(NC(=O)Nc2cnccn2)c1C	100	-5	-11	-1.1	-0.5	17	-4	2	4
C=CCN(c1ccccc1)S(=O)(=O)c1cccc(C(=O)Oc2ccc3c(C)cc(=O)oc3c2)c1	102	1	-8	0.7	0.3	34	-4	1	1
COc1ccccc1CC(=O)NNS(=O)(=O)c1ccccc1[N+](=O)[O-]	91	2	0	-0.3	0.9	-8	-1	-6	-11
